Assay outcomes (PubChem)
C2C12 statin: suppressors of simvastatin-induced myotoxicity in C2C12 myotubes; rescue of ATP level, % at 7.49 µM; actives 0.78% (n = 330,000); ATP luminescence, 48 h; scaled: DMSO 0, geranylgeraniol control 100;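 active = mean ATP rescue above about 67%, or every replicate alone reaching that limit, limit read from the data, passing the limit was not always enough; inconclusive = no clear call, values can overlap the other calls; inactive = mean under the limit and some replicate under it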;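 also: myotubes were challenged with 10 µM simvastatin during compound exposure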
PglD DTNB: PglD (C. jejuni) enzyme inhibition; purified PglD enzyme, DTNB colorimetric CoA detection; inhibition, % at 12.5 µM; actives 0.098% (n = 360,000); in the data active = inhibition above about 16%, passing the limit was not always enough; inconclusive = no clear call, values can overlap the other calls; also: strong numbers were not always called active
Active calls of the source: *; ? = inconclusive. Some of the compounds tested (hit frequency here may not be typical).

molecule | C2C12 statin | PglD DTNB
CCCCSc1nc(C)c(CC(=O)OC)c(=O)[nH]1 | -1 | 10
O=[N+]([O-])c1ccc([C@H](O)[C@H](CO)N=Cc2ccccc2O)cc1 | -13 | 9
COC(=O)c1c(C)n(-c2ccc(C)cc2)c2ccc(O)cc12 | -1 | -2
O=C(OCCCN=C1NS(=O)(=O)c2ccccc21)c1ccccc1F | 1 | 6
COc1ccc(NC(=O)c2oc3ccc(S(=O)(=O)N4CCC5(CC4)OCCO5)cc3c2C)cc1 | -34 | 0
Cc1cc(C=C(C#N)C#N)c(C)n1-c1ccccc1 | 6 | -1
COC(=O)c1ccccc1NC(=S)NC(=O)COc1ccc(C)cc1 | 8 | 1
O=C(CSc1nnc(-c2ccc(O)cc2)n1Cc1ccco1)c1ccccc1 | 7 | -3
COc1ccc(-c2nnc(Nc3nc4c(OC)cccc4s3)o2)cc1 | 18 | 4
NC(=O)COC(=O)CCCc1nc2ccccc2s1 | 6 | 0
CCOc1ccccc1NC(=O)c1ccc(NC(=O)c2ccco2)cc1 | -17 | -3
CC1CCCCN1C(=O)c1cc(F)c(F)cc1Cl (stereo unspecified) | -2 | -2
O=C(N/N=C\c1ccc(F)cc1)c1csnn1 | -2 | -1
CC1=CC(C)(C)N2C(=O)C3(C(C#N)=C(N)Oc4cc(C)oc(=O)c43)c3cccc1c32 (stereo unspecified) | 28 | -4
COCCn1c(=O)[nH]c2cc(C(=O)NCCc3ccc(OC)c(OC)c3)ccc2c1=O | -11 | -1
CCCNC(=O)c1ccc(Cn2c(=S)[nH]c3c([nH]c4ccc(OC)cc43)c2=O)cc1 | -32 | -14
Nn1c(SCC(=O)Nc2ccc(F)cc2)nnc1-c1cccnc1 | 3 | -1
Cc1ccc(C)c(N2CCN(C(=O)Cn3cccc3)CC2)c1 | -3 | -1
COc1ccc(C(C(=O)NC2CCCC2)N(C(=O)c2snc(-c3ccc(F)cc3)c2N)c2ccc(F)cc2)cc1 (stereo unspecified) | -15 | 6
FC(F)(F)c1cccc(Oc2cc(C(F)(F)F)nc(-c3ccccn3)n2)c1 | 12 | 0
COc1ccc(NC(=O)c2ncn[nH]2)cc1 | 3 | 5
Cc1ccc(CN2CCSc3ccc(C(=O)NCC4CCCO4)cc32)cc1 (stereo unspecified) | 0 | 0
C=CCOn1c(=O)c(C)[n+]([O-])c2ccccc21 | -7 | -1
CCN(CC)C(=O)CSc1nnc(-c2ccc(F)cc2)n1N | -3 | 0
CCOC(=O)c1cnn(-c2ccccc2)c1N | 8 | -11
COc1ccc(CC(=O)OCc2nnc(C3COc4ccccc4O3)o2)cc1OC (stereo unspecified) | -2 | 5
O=C(Nc1ccc(Cl)cc1)Nc1ccc2c(c1)N1CCN=C1S2 | 6 | -12
CSc1ccc(CNC2CC2)cc1 | 2 | 1
CCOC(=O)C1=C(C)NC(SC(C)=O)=NC1c1ccc(OC(C)=O)c(OC)c1 (stereo unspecified) | -10 | 1
COc1ccc(-c2ccc(SCC(=O)N3CCOCC3)nn2)cc1OC | -2 | 0
COC(=O)c1ccc2[nH]c(C)c(CN3CCCC3)c(=O)c2c1 | 2 | 7
Cc1ccc(-c2nc(C3CCN(S(C)(=O)=O)CC3)no2)cc1 | -12 | 1
O=C(c1ccco1)N1CCN(c2nc(-c3ccc(F)cc3)cs2)CC1 | 10 | -1
Cc1ccc(CCN2CC(C(=O)NCCN3CCCCCC3)CC2=O)cc1 (stereo unspecified) | -30 | -3
Cc1ccc(NC(=O)COC(=O)CN2CSCC2=O)cc1C | 7 | 0
CC(C)OCC(O)CN1CCN(CC(O)COc2ccc3c(c2)OCO3)CC1 (stereo unspecified) | -27 | -2
O=C(N/N=C/c1ccc(F)cc1)c1cc(-c2ccco2)nc2ccccc12 | 57 | 3
COc1ccc(S(=O)(=O)N(c2onc(C)c2Cl)S(=O)(=O)c2ccc(OC)c(OC)c2)cc1OC | -3 | 3
COc1ccc(N(CC(=O)Nc2ccc3c(c2)OCO3)S(=O)(=O)c2ccccc2)c(OC)c1 | 3 | 3
COc1ccc(-c2cc(=O)c3ccccc3n2C)cc1 | -12 | 0
CCC(c1nnnn1Cc1cccs1)N1CCN(C2CCCC2)CC1 (stereo unspecified) | 8 | 2
COC(=O)C(NNc1ccccc1)(NC(=O)c1ccccc1F)C(F)(F)F (stereo unspecified) | 10 | -8
CCOC(=O)C(=O)Nc1ccccc1C(=O)NC(C)C | ? | -4
Cc1onc(-c2c(F)cccc2Cl)c1C(=O)N1CCN(S(C)(=O)=O)CC1 | -5 | 0
CCS(=O)(=O)Nc1ccc(C(=O)CC2(O)C(=O)Nc3ccccc32)cc1 (stereo unspecified) | 6 | 2
CCOc1ccccc1C(=O)NCC(=O)OCC(=O)c1ccc2c(c1)OCCO2 | -12 | -2
c1ccc(CNC2=NCCCCC2)cc1 | -3 | 1
COc1ccc(Br)cc1/C=c1\sc2nc(-c3ccco3)nn2c1=O | -2 | -2
S=C(Nc1ccc(Cl)cc1)N1CCN(C2CCCCC2)CC1 | 53 | 3
COc1ccccc1NC(=O)CSc1nnc(C2CCCCC2)o1 | 5 | 1

Entries shown so far with fluorine, in the order listed:
molecule | C2C12 statin | PglD DTNB
O=C(OCCCN=C1NS(=O)(=O)c2ccccc21)c1ccccc1F | 1 | 6
CC1CCCCN1C(=O)c1cc(F)c(F)cc1Cl (stereo unspecified) | -2 | -2
O=C(N/N=C\c1ccc(F)cc1)c1csnn1 | -2 | -1
Nn1c(SCC(=O)Nc2ccc(F)cc2)nnc1-c1cccnc1 | 3 | -1
COc1ccc(C(C(=O)NC2CCCC2)N(C(=O)c2snc(-c3ccc(F)cc3)c2N)c2ccc(F)cc2)cc1 (stereo unspecified) | -15 | 6
FC(F)(F)c1cccc(Oc2cc(C(F)(F)F)nc(-c3ccccn3)n2)c1 | 12 | 0
CCN(CC)C(=O)CSc1nnc(-c2ccc(F)cc2)n1N | -3 | 0
O=C(c1ccco1)N1CCN(c2nc(-c3ccc(F)cc3)cs2)CC1 | 10 | -1
O=C(N/N=C/c1ccc(F)cc1)c1cc(-c2ccco2)nc2ccccc12 | 57 | 3
COC(=O)C(NNc1ccccc1)(NC(=O)c1ccccc1F)C(F)(F)F (stereo unspecified) | 10 | -8
Cc1onc(-c2c(F)cccc2Cl)c1C(=O)N1CCN(S(C)(=O)=O)CC1 | -5 | 0

Remaining list, next part
molecule | C2C12 statin | PglD DTNB
O=C(CN1CCCCCC1)N/N=C/c1cccs1 | -32 | -1
O=C(Cn1nc(-c2ccccc2)c2ccccc2c1=O)NCC1CCCO1 (stereo unspecified) | -10 | 1
CCc1sc(C(=O)NCc2cc(C)n(C)n2)cc1Br | -1 | 0
COc1ccc(OC)c(-c2cc(C(=O)Nc3c(C)n(C)n(-c4ccccc4)c3=O)no2)c1 | 9 | -5
C#CCOc1c(Br)cc(/C=N\NC(=O)CN2CCOCC2)cc1OCC | 103* | 3
O=C(CSc1ccccc1C(=O)O)Nc1cccc(C(=O)O)c1 | 4 | 0
CCOC(=O)c1sc(NC(=O)CSc2nc3ccccc3o2)c(C(=O)OCC)c1C | 2 | 2
CCN(CC)CCN(Cc1cc2cc3c(cc2[nH]c1=O)OCCO3)C(=O)NC1CCCCC1 | 5 | 5
COc1ccccc1N1CCN(C(=O)CSc2ncccc2-c2nc3ccccc3[nH]2)CC1 | 2 | -2
CCC(C)c1ccc(OCC(=O)Nc2ccc(Cl)cn2)cc1 (stereo unspecified) | 0 | -1
CC1CCN(C(=O)Cn2cc(C#N)c3ccccc32)CC1 | 4 | 3
CC(=O)c1ccc(NC(=O)c2ccc(S(=O)(=O)N3CCCC3)cc2)cc1 | 0 | -6
Cn1c(=O)cc(-c2ccccc2)c2ccccc21 | 2 | 5
O=C(Nc1nc(N2C(=O)c3ccccc3C2=O)n(-c2ccccc2)n1)c1ccc(Cl)cc1 | -7 | -2
Cn1c(CNS(=O)(=O)c2ccc(Br)cc2)n[nH]c1=S | 8 | 3
O=C(N/N=C/c1ccc(O)cc1)c1ccc(NC(=O)c2ccccc2Br)cc1 | -1 | 5
CCC(CC)C(=O)NCc1ccccc1Cl | 4 | 4
Cc1ccc(C2(C)CC(C)(C)N(C(=O)CSc3nnc(C)s3)c3ccccc32)cc1 (stereo unspecified) | -40 | -4
CCc1c(C)c(C#N)c2nc3ccccc3n2c1NCC1CCCO1 (stereo unspecified) | -1 | 1
Cc1cccc(OCC(=O)Nc2ccccc2-c2ccccc2)c1 | 41 | -2
O=C(NCC(c1cccnc1)N1CCN(c2ccc(F)cc2)CC1)C1CCCCC1 (stereo unspecified) | 9 | -11
Cc1cccc(NC(=O)CCc2nnc3ccc(N4CCC(C)CC4)nn23)n1 | 3 | -2
CC1(C)NC(=O)N(c2ccccc2Cl)C1(C)NO (stereo unspecified) | 2 | 4
Cc1cc2cc(CN(Cc3ccc4c(c3)OCO4)Cc3nnnn3C3CCCC3)c(=O)[nH]c2cc1C | 3 | -4
COCC(=O)Nc1nnc(-c2cccs2)s1 | 3 | 3
COc1cc(C(=O)OCC(=O)Nc2ccc3c(c2)OC(F)(F)O3)ccc1OCc1c(C)noc1C | 5 | -1
CN1C(=O)N(C)C2(c3ccccc3)N(C)C(=O)NC12c1ccccc1 (stereo unspecified) | 3 | -5
Cc1c(C(=O)N2CCOCC2)[nH]c2c1C(=O)CC(c1ccccc1Cl)C2 (stereo unspecified) | -180 | 1
CCOc1ccc2ccccc2c1/C=N/n1cncn1 | -7 | -4
CN1C=C(C(F)(F)F)C=C/C1=C(\C#N)c1nnc2n1CCCCC2 | -11 | 4
O=C(CNC(=O)c1ccco1)OC(C(=O)c1ccccc1)c1ccccc1 (stereo unspecified) | 5 | -6
COC(=O)c1nc2n(n1)C(c1cc(OC)ccc1OC)C(C(=O)OC1CCCCC1)=C(C)N2 (stereo unspecified) | 4 | 4
CCCCC1CC(C)(C(=O)CSc2nc3ccccc3s2)OC1=O (stereo unspecified) | 22 | 2
CC(=O)N(C)c1ccc(OCC(O)COc2ccc(N(C)C(C)=O)cc2)cc1 | 125* | -3
Cn1c(=N)c(S(=O)(=O)c2ccccc2)cc2c(=O)n3ccccc3nc21 | -3 | -1
O=S(=O)(NCCSc1ccc(Cl)cc1)c1ccc(F)cc1 | 6 | -2
Cn1c(CN2CCOCC2)nc2cc(NC(=O)c3ccc(F)cc3)ccc21 | -36 | 5
COC(=O)c1ccccc1NC(=O)c1ccccc1OC | 124* | -6
Cc1ccc(S(=O)(=O)N(C)C)cc1NC(=O)c1cc(-c2ccco2)nc2ccccc12 | -7 | 3
CC1C(c2ccccc2)=[N+]([O-])C2(CCCCC2)N1O (stereo unspecified) | -7 | -7
CCC(=O)N(c1ccc(F)cc1)C1C=CS(=O)(=O)C1 (stereo unspecified) | 14 | -3
CCOC(=O)c1c(NC(=O)CCCN2CCOCC2)sc2c1CC(C)(C)OC2 | -11 | -2
Cc1cccc(NCc2nc3ccccc3n2C)c1 | -1 | -2
CCN(CC)S(=O)(=O)c1cccc(NC(=O)COC(=O)C2COc3ccccc3O2)c1 (stereo unspecified) | 5 | -5
Cc1nc(-c2ccccc2)sc1C(=O)/C=C/c1ccc(Cl)cc1 | 0 | -1
CCc1nnc(SCc2ccc(CSc3nnc(CC)n3N)cc2)n1N | -24 | 3
CCOC(=O)c1ccc(NC(=O)C2CCN(S(=O)(=O)CC)CC2)cc1 | 0 | 1
Cn1c(SCc2ccc3c(c2)OCO3)nnc1-c1ccccc1 | 2 | -1
C#CCOCCOCCOCCNc1nc(N2CCN(C(=O)C([C@@H](C)O)n3cc([C@@H](N)CCCCN)nn3)CC2)nc(N2CCN(C(=O)[C@H](CCCN=C(N)N)n3cc(C(N)[C@@H](C)CC)nn3)CC2)n1 (stereo partly specified) | 6 | 2
O=C(NCC(=O)N(c1ccccc1)C(C(=O)NC1CCCC1)c1cccnc1)c1ccco1 (stereo unspecified) | 16 | -6

Remaining list, next part.
molecule | C2C12 statin | PglD DTNB
CCOc1ccc2nc(NS(=O)(=O)c3ccc(NC(C)=O)cc3)sc2c1 | -8 | -5
Cc1nn(C)cc1/C=N/NC(=O)c1ccc2c(c1)OCO2 | -3 | -1
O=C(Nc1ccccc1)c1cc(N2CCOCC2)nc2ccccc12 | 10 | -4
COc1cc(OC)c(C2C(C#N)=C(N)Oc3cc(C)n(CCCN4CCOCC4)c(=O)c32)cc1OC (stereo unspecified) | -12 | 6
C=CCn1c(C)cc(C(=O)CSc2n[nH]c(N)n2)c1C | -23 | -3
C=CCC(C#Cc1ccc(C)cc1)N(CC)CC (stereo unspecified) | -3 | -4
CC(=O)c1c(C)n(C)c2ccc(OC(=O)c3ccco3)cc12 | -9 | -2
Cc1ccccc1C(=O)N1CCN(c2ccc(NC(=O)c3ccco3)cc2Cl)CC1 | 1 | 1

Six of the entries above in order of the PglD DTNB value, descending:
canonical_smiles	PglD DTNB
COc1cc(OC)c(C2C(C#N)=C(N)Oc3cc(C)n(CCCN4CCOCC4)c(=O)c32)cc1OC (stereo unspecified)	6
Cc1ccccc1C(=O)N1CCN(c2ccc(NC(=O)c3ccco3)cc2Cl)CC1	1
Cc1nn(C)cc1/C=N/NC(=O)c1ccc2c(c1)OCO2	-1
CC(=O)c1c(C)n(C)c2ccc(OC(=O)c3ccco3)cc12	-2
C=CCn1c(C)cc(C(=O)CSc2n[nH]c(N)n2)c1C	-3
O=C(Nc1ccccc1)c1cc(N2CCOCC2)nc2ccccc12	-4
